MIN6 prolif: induces beta-cell replication in MIN6 cells. MIN6 cells proliferation, ATPlite luminescence, 48 h; cells starved in 0.2% serum; 100% = growth in 10% serum. proliferation, % at 10 µM. actives 0.29% (n = 330,000). AID 2380;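 active = compounds whose signal lies at least 3.5 SD above the mean of all wells on their plate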;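 also: 0% = DMSO-treated cells in low-serum medium and 100% = 10% serum control; some compounds called inactive have numbers as strong as hits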
UBC13 polyUb: human UBC13 polyubiquitination inhibition; UBC13 polyubiquitin chain formation, TR-FRET; actives 0.47% (n = 330,000); inhibition, % at 20 µM; in the data active = inhibition above about 45%, passing the limit was not always enough; inconclusive = no clear call, values can overlap the other calls
Target sequence (P61088 whole entry, looked up): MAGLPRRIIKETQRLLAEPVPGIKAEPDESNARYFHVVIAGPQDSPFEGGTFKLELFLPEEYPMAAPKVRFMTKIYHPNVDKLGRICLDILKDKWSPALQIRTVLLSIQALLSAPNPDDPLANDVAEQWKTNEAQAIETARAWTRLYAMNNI
HKDC1 inh: blocks human hexokinase HKDC1 activity. AID 493160. Q2TB90. actives 0.16% (n = 340,000). recombinant HKDC1, G6PDH/diaphorase resazurin coupled fluorescence. inhibition, % at 20 µM;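 active = inhibition above about 35% when tested at 20 µM, limit read from the data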;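 also: plate controls were DMSO wells with enzyme for no effect and DMSO wells lacking enzyme for full effect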
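Assay system: in-house recombinant HK5 (HKDC1) enzyme. Input: HKDC1 at 5 µg/mL. Medium: Tris pH 8.0 buffer with MgCl2, Tween-20, BSA, BME. Dosing: single 20 µM dose. Schedule: 90 min reaction incubation at room temperature, dark. Signal: resazurin-to-resorufin fluorescence via G6PDH and diaphorase coupling, 525/613 nm. Controls: DMSO-enzyme wells negative, buffer-substituted wells positive.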
SENP8 block-1: SENP8 protease inhibition | purified SENP8, Z-RLRGG-aminoluciferin cleavage, luminescence | inhibition, % at 10 µM | AID 2540 | actives 1.2% (n = 330,000); in the data active = inhibition above about 50%
Target sequence (Q96LD8 whole entry, looked up): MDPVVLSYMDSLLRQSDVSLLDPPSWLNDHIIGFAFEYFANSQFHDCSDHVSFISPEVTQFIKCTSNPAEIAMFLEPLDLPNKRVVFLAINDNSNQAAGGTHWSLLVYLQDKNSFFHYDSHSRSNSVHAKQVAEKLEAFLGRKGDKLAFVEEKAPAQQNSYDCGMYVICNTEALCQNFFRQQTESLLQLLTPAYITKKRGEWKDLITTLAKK
SENP1 inh: inhibitors of human SENP1 SUMO protease catalytic domain. recombinant SENP1 catalytic domain, CyPet-SUMO1-YPet FRET cleavage. inhibition, % at 10 µM. actives 0.21% (n = 360,000);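 active = inhibition at least 30% at 10 µM, raw YFP signal under a set limit, fluorescence ratio 0.5 to 1.5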;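 also: 0% = enzyme with DMSO and 100% = no enzyme wells; some results filed as inactive read as strong as hits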
Target sequence (Q9P0U3 419-644 limits assumed): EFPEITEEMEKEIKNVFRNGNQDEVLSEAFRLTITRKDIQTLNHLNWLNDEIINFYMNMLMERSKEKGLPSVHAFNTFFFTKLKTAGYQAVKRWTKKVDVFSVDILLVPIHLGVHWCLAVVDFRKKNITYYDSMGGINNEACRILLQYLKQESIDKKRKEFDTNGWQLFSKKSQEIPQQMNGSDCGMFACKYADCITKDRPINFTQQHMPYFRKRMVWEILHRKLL
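Material – human SENP1 catalytic domain · Input – SENP1 enzyme, 20 pM final · Compound dosing – single concentration of 10 µM compound, 0.5% DMSO final · Timing – enzyme reaction for 50 min at room temperature, dark · Measured by – FRET fluorescence in CFP and YFP emission channels · Control set – no-enzyme wells low, DMSO-plus-enzyme wells high control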
SENP7 block: inhibitors of human SENP7 protease. actives 1.5% (n = 330,000). inhibition, % at 5 µM. Q9BQF6. recombinant SENP7, Z-RLRGG-aminoluciferin luminescence, 40 min. AID 434973;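 active = inhibition above about 50% at the single test dose, limit read from the data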;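 also: plate controls were DMSO with enzyme for no effect and no enzyme buffer wells for full effect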
Target sequence (Q9BQF6 706-1050 limits assumed): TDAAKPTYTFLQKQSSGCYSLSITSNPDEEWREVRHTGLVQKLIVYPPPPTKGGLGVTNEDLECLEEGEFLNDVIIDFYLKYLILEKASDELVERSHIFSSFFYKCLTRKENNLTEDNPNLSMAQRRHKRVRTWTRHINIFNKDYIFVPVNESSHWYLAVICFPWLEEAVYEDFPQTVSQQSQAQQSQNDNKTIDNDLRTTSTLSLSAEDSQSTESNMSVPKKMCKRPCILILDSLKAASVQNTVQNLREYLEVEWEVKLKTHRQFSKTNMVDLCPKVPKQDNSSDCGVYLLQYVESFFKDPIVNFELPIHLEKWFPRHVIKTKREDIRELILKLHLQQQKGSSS
SENP6 inh: inhibitors of human SENP6 protease. Q9GZR1. Recombinant SENP6 catalytic domain, aminoluciferin luminescence. inhibition, % at 10 µM. actives 1.8% (n = 330,000);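 active = inhibition above about 50% at the single tested dose, limit read from the data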;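 also: plate controls were DMSO wells with enzyme for no effect and DMSO wells lacking enzyme for full effect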
PfGluPho inh: PfG6PD (Plasmodium falciparum) enzyme inhibition; inhibition, % at 20 µM; PfGluPho enzyme, NADPH resazurin-diaphorase fluorescence; actives 0.78% (n = 350,000);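 active = inhibition reaching at least a set limit at 20 µM in the primary screen, cut at about 59% in these data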;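 also: 0% = DMSO wells with substrate and 100% = DMSO wells lacking glucose-6-phosphate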
SENP8 block-2: inhibitors of human SENP8 protease; recombinant SENP8, Nedd8 substrate fluorescence; inhibition, % at 20 µM; actives 0.64% (n = 360,000); AID 602440; in the data active = inhibition mostly above about 40%, no sharp cut-off; inactive = mostly below about 27%
* marks the source's active call; other numbers are inactive results; ? = inconclusive; . = not tested or not shown. Some of the compounds tested; rates above refer to the full screens.

SMILES,MIN6 prolif,UBC13 polyUb,HKDC1 inh,SENP8 block-1,SENP1 inh,SENP7 block,SENP6 inh,PfGluPho inh,SENP8 block-2
C#CC[N+]1(C)C2CCC1CC(O)C2 (stereo not drawn),-4,-1,2,-9,0,-6,-20,-15,14
CC(C(N)=O)N1CC(c2ccccc2)CC1=O (stereo not drawn),2,-4,-4,-2,4,0,2,-17,24
CN1CC(C(=O)c2ccccc2)C(c2ccccc2)C1 (stereo not drawn),-3,-2,-5,-4,-1,-4,-1,19,13
O=C1/C(=C/c2ccccc2Cl)N2CCC1CC2,-2,24,-4,-2,-2,-8,-5,3,10
O=c1c2ccccc2nc(CSc2ncnc3nc[nH]c23)n1-c1ccccc1,-2,4,2,-5,-2,-1,-8,-12,27
CC1([N+](=O)[O-])COP(=O)(Nc2cccc(Cl)c2)OC1 (stereo not drawn),.,.,-6,.,3,.,.,-3,15
Fc1ccccc1CN1CCN(c2ccc(Cl)cc2)CC1,-1,6,-4,8,3,5,-12,-7,15
O=C(c1cc2ccccn2n1)N1CCC2(CC1)OCCO2,1,2,-8,0,1,8,7,3,20
Cc1[nH]c2ccccc2c1CCNCc1cccnc1,3,3,-2,0,2,1,-8,6,8
CCc1cc(=O)oc2c(C)c(OCC(=O)N3C[C@H]4C[C@@H](C3)c3cccc(=O)n3C4)ccc12,-3,3,-2,-6,0,-1,-10,1,6
COC(=O)C(O)(c1ccc(NC(=O)c2cccs2)c(C)c1)C(F)(F)F (stereo not drawn),-2,1,-7,-4,0,-1,-7,0,0
CCCCn1c(=O)c(C(=O)NCCc2ccccc2)c(O)c2ccccc21,-2,18,1,10,2,-2,2,-22,-23
CC1=CC(=C2C(=O)NC(=S)NC2=O)C=C(C(F)(F)F)N1CCc1ccccc1,-2,-5,.,-7,.,-11,-17,.,.
Cc1cccc(NC2=NCCCS2)c1C,-2,2,-8,2,2,0,-22,-17,16
CCOC(=O)C1=C(NC(=S)NC(=O)c2ccccc2)c2ccccc2CC12CCCC2,.,.,1,.,-3,.,.,19,17
C=C[C@H]1CN2CC[C@H]1C[C@H]2[C@H](O)c1ccnc2ccccc12,0,-6,-2,-4,-1,-13,-6,2,13
CN(CCc1ccccc1)Cc1c[nH]c2ccccc12,-5,10,-3,8,-1,-4,9,-6,-8
CN1C(=O)CC(c2ccccc2)Nc2ccccc21 (stereo not drawn),-1,2,-7,0,1,-4,1,4,7
C[N+]1(C)C2CC(OC(=O)[C@H](CO)c3ccccc3)CC1C1OC12 (stereo partly drawn),2,4,-5,-5,2,2,-12,-8,5
Cc1ccccc1Cc1c(C)nc2nc(SCC(=O)N3CCC4(CC3)OCCO4)nn2c1C,-4,-5,-3,3,4,0,3,-8,-1
O=c1[nH]c(=O)n(Cc2ccccc2)c(O)c1C=NCCN1CCNCC1,-2,-4,7,0,-1,1,-4,-3,16
CN1C(=O)C(=Cc2ccc(N3CCOCC3)c([N+](=O)[O-])c2)C(=O)N(C)C1=O,-1,-3,.,-8,.,11,-11,.,.
COC(=O)C1=C(c2ccc(Cl)c(C(F)(F)F)c2)C[C@@H]2CC[C@H]1N2C(=O)NCCOc1ccccc1Cl,-7,-22,2,-2,2,-6,-10,22,11
O=c1ccc2cc(OC3O[C@H](CO)[C@@H](O)[C@H](O)[C@H]3O)c(O)cc2o1 (stereo partly drawn),0,9,-5,-6,-29,3,-6,-12,-390
O=C1CN=C(c2ccccc2)c2ccccc2N1Cc1ccc(C(F)(F)F)cc1,-5,6,-2,0,1,2,1,11,1
Cc1nccc2c1[nH]c1ccccc12,-1,6,0,-14,-7,-10,-7,-12,-294
CCOP(=O)(C#Cc1ccccc1)C(O)c1ccc(Br)cc1 (stereo not drawn),-4,-1,-5,-1,0,-3,-33,0,-1
NC(=O)c1cc([N+](=O)[O-])cc([N+](=O)[O-])c1,.,.,-1,.,0,.,.,13,14
CCOP(=O)(OCC)C(NC(=O)c1ccccc1C)C(Cl)(Cl)Cl (stereo not drawn),0,4,4,2,-2,0,2,-19,11
Cc1cc(NC(=O)COC(=O)c2c(C)nn(Cc3ccccc3)c2Cl)no1,-2,0,0,4,2,-1,-6,-30,2
NC(=O)CN1CCCC1=O,-3,-3,-5,-9,0,-2,-10,-3,13
CC(=O)OCC12CC(OC(=O)CC(C)C)C(C)=CC1OC1C(O)C(OC(C)=O)C2(C)C12CO2 (stereo not drawn),.,.,-4,.,3,.,.,-13,5
Cc1cc(/C=C2\C(=O)NC(=O)N(c3ccc(F)cc3)C2=O)c(C)n1-c1ccc(C(=O)O)cc1,1,-13,-4,-11,1,-2,-25,9,-10
Cc1ccc(N2C(=O)CC(=O)NC2=O)cc1,-4,-20,-7,-2,-3,1,3,1,23
COC12CCC3(CC1C(C)(O)C(C)(C)C)[C@H]1Cc4ccc(O)c5c4[C@@]3(CCN1CC1CC1)C2O5 (stereo partly drawn),-2,-4,3,-14,1,-9,-6,27,8
O=C1NC(=O)C(=Cc2ccco2)C(=O)N1,.,.,9,.,4,.,.,10,14
COc1ccc2nc(/N=C/c3c(O)n(-c4cccc(Cl)c4)c(=O)[nH]c3=O)sc2c1,-1,-8,6,-6,4,2,-6,-5,12
O=C(CSC1c2ccccc2-c2ccccc21)N/N=C/c1ccccc1C(=O)O,1,-2,-7,6,1,-1,-5,3,8
O=C(c1cccc(C(F)(F)F)c1)C1CCCN(Cc2ncc[nH]2)C1 (stereo not drawn),0,-5,-5,-9,2,-9,-12,12,-12
c1ccc2c(CN3CCN(C4CCCCC4)CC3)c[nH]c2c1,-6,3,-5,-1,-10,-7,-9,13,-12
O=C(O)C1CSC(c2cccnc2)N1 (stereo not drawn),-2,2,-2,1,1,-2,-8,-14,7
CCOC(=O)c1[nH]c2ccc(OC)cc2c1C(SCC(=O)O)c1ccc(C(F)(F)F)cc1 (stereo not drawn),-4,-1,2,-1,3,-1,9,-34,-265
Cn1c(O)c(C=Nc2ccc(Cl)cc2)c(=O)n(C)c1=O,-1,-10,-1,-30,1,-4,16,-1,-217
c1ccc(NC2=NCCCS2)cc1,-2,0,1,-6,1,3,-6,-4,18
COc1ccc(-n2c(O)c(C=NCCN(C)C)c(=O)[nH]c2=O)cc1,8,0,-3,-8,0,-3,-5,-1,6
CC(C)(C)n1cccc1/C=C1\C(=O)NC(=O)N(c2ccccc2)C1=O,0,-7,-1,4,1,3,0,-8,22
c1ccc2c(CN3CCCCCCC3)c[nH]c2c1,-6,-2,-4,0,-1,3,-2,-10,8
OC1CCCCC1N1CCC(c2ccccc2)CC1 (stereo not drawn),-3,-18,-3,-1,-10,14,-4,-8,19
COC(=O)C1=C(c2ccc(OC)c(OC)c2)C[C@@H]2CC[C@H]1N2C(=O)NCCOc1ccccc1Cl,4,17,-3,1,-8,4,5,2,4
COC(=O)C1=C(c2ccc(C(C)=O)cc2)C[C@@H]2CC[C@H]1N2C(=O)N1CCC(C)CC1,2,-10,-6,-10,1,-1,-12,-9,14

A draw from above in order of molar mass, ascending.
SMILES,MIN6 prolif,UBC13 polyUb,HKDC1 inh,SENP8 block-1,SENP1 inh,SENP7 block,SENP6 inh,PfGluPho inh,SENP8 block-2
C#CC[N+]1(C)C2CCC1CC(O)C2 (stereo not drawn),-4,-1,2,-9,0,-6,-20,-15,14
NC(=O)c1cc([N+](=O)[O-])cc([N+](=O)[O-])c1,.,.,-1,.,0,.,.,13,14
CC(C(N)=O)N1CC(c2ccccc2)CC1=O (stereo not drawn),2,-4,-4,-2,4,0,2,-17,24
O=C1/C(=C/c2ccccc2Cl)N2CCC1CC2,-2,24,-4,-2,-2,-8,-5,3,10
CN1C(=O)CC(c2ccccc2)Nc2ccccc21 (stereo not drawn),-1,2,-7,0,1,-4,1,4,7
OC1CCCCC1N1CCC(c2ccccc2)CC1 (stereo not drawn),-3,-18,-3,-1,-10,14,-4,-8,19
C=C[C@H]1CN2CC[C@H]1C[C@H]2[C@H](O)c1ccnc2ccccc12,0,-6,-2,-4,-1,-13,-6,2,13
O=c1ccc2cc(OC3O[C@H](CO)[C@@H](O)[C@H](O)[C@H]3O)c(O)cc2o1 (stereo partly drawn),0,9,-5,-6,-29,3,-6,-12,-390
CC1=CC(=C2C(=O)NC(=S)NC2=O)C=C(C(F)(F)F)N1CCc1ccccc1,-2,-5,.,-7,.,-11,-17,.,.
COc1ccc2nc(/N=C/c3c(O)n(-c4cccc(Cl)c4)c(=O)[nH]c3=O)sc2c1,-1,-8,6,-6,4,2,-6,-5,12
CCc1cc(=O)oc2c(C)c(OCC(=O)N3C[C@H]4C[C@@H](C3)c3cccc(=O)n3C4)ccc12,-3,3,-2,-6,0,-1,-10,1,6
CCOC(=O)c1[nH]c2ccc(OC)cc2c1C(SCC(=O)O)c1ccc(C(F)(F)F)cc1 (stereo not drawn),-4,-1,2,-1,3,-1,9,-34,-265

Next section:
SMILES,MIN6 prolif,UBC13 polyUb,HKDC1 inh,SENP8 block-1,SENP1 inh,SENP7 block,SENP6 inh,PfGluPho inh,SENP8 block-2
COc1ccc(C=O)cc1O,-2,2,-3,0,-2,2,-10,7,7
Cc1c(NP(=O)(C(C)(C)C)C(C)(C)C)c(=O)n(-c2ccccc2)n1C,3,1,-1,7,0,0,17,-2,-26
C[C@]12CCC3C(CC[C@H]4[C@@H](O)[C@H](O)CC[C@]34C)C1CCC2=O (stereo partly drawn),.,.,-4,.,0,.,.,-11,4
COc1cc2[nH]c(=O)n(-c3cccc(Cl)c3)c(=O)c2cc1OC,2,5,-4,1,1,2,-4,-6,-142
O=C1NC(=O)[C@]2(Cc3ccccc3N3CCN(c4ccccc4)CC32)C(=O)N1Cc1ccccc1 (stereo partly drawn),-5,-3,10,2,-1,0,0,33,-8
Cc1cc(/C=C2/C(=O)NC(=O)N(Cc3ccco3)C2=O)c(C)n1-c1ccccc1,0,-13,16,-5,-30,5,-2,14,1
O=C1NC(=S)N(c2ccc(F)cc2)C(=O)/C1=C/c1ccco1,-3,?,.,25,.,4,-37,.,.
CC(C)n1c(=O)c(C=Nc2ccc(Br)cc2)c(O)n(Cc2ccco2)c1=O,-3,-6,3,0,-43,-3,3,-1,-311
O=C(CN1CC=C(c2ccccc2)CC1)NC(=O)NC1CCCCC1,-1,2,-5,4,-16,-16,0,12,3
O=P(Oc1ccccc1)(N1CCOCC1)N1CCOCC1,.,.,-3,.,2,.,.,-12,10
